Compound activity (PubChem BioAssay)
M1 ag = human M1 muscarinic receptor agonism. P11229. CHO-K1 hM1, Fluo-8 calcium fluorescence, agonist mode; 0% DMSO, 100% acetylcholine EC100. activation, % at 3 µM. 360,000 compounds, 0.33% hits;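 active means activation above the run's mean compound activation plus 3 SD, cut at about 16% in these data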;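 further: peak over basal fluorescence ratio within a 140 s kinetic read after compound addition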
OXTR agonist = agonists of human oxytocin receptor; AID 2435; activation, % at 3 µM; 320,000 compounds, 0.32% hits; CHO-OTR cells, Fluo-8 calcium fluorescence; normalized: DMSO 0%, oxytocin 100%;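 active means activation above the mean of all tested compounds plus 3 SD, cutoff set per screening run, cut at about 20% in these data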;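 further: peak over basal fluorescence ratio from a 100 s FLIPR kinetic read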
CHRM1 PAM = human CHRM1 positive allosteric modulation. 360,000 compounds, 0.088% hits. CHO-K1 hM1, Fluo-8 calcium fluorescence, ACh EC20; 0% = ACh EC20, 100% = maximal ACh. P11229. AID 588819. activation, % at 3 µM; in the data active means activation above about 19%, passing the limit was not always enough
TAAR1 antagonist = antagonists of human TAAR1; AID 624466; Q96RJ0; CHO RD-HGA16 TAAR1, Fluo-8 calcium fluorescence, antagonist; inhibition, % at 3 µM; 360,000 compounds, 1.5% hits;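 active means inhibition above a per-plate cutoff, the mean inhibition of test compounds on that plate plus 3 SD, cut at about 49% in these data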;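 further: 0% = DMSO plus EC80 beta-PEA response and 100% = DMSO alone without agonist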
Target sequence (Q96RJ0 whole entry, looked up): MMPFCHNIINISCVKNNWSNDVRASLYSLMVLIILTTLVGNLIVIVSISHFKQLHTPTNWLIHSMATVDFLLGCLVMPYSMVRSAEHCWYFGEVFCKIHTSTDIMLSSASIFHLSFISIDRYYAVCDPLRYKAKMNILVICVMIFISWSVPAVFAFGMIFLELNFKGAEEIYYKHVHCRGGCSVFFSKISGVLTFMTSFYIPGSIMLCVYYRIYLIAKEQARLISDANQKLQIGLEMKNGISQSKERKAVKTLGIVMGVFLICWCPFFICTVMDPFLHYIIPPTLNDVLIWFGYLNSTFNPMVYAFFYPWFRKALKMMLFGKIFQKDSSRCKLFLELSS
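Assay system: CHO-derived RD-HGA16 cells stably expressing human TAAR1 plus Gα16. Timing: 140 s kinetic read after compound, 140 s after agonist. Technique: kinetic Fluo-8 calcium fluorescence measurement. Measure: % inhibition of agonist calcium response.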
CHO parental Ca = counter-screen for OX1R antagonists: effect in parental CHO cells. parental CHO-K1, ATP-induced calcium, Fluo-8 fluorescence. inhibition, % at 5.6 µM. 330,000 compounds, 0.63% hits. AID 463079;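 active means inhibition above that plate's mean sample inhibition plus 3 SD, cut at about 26% in these data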;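 further: 0% = ATP-challenged DMSO wells and 100% = DMSO wells without ATP; some compounds past the cut are filed as inactive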
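Test system: untransfected parental CHO cell line. Compound: one dose, 5.6 µM nominal. Detection: intracellular calcium via Fluo-8 no-wash fluorescent dye. Measure: % inhibition. Benchmarks: ATP-challenged DMSO wells low, unchallenged DMSO wells high.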
CHRM1 antagonist = human CHRM1 antagonism; inhibition, % at 3 µM; CHO-K1 hM1, Fluo-8 calcium fluorescence, ACh EC80 antagonist; 360,000 compounds, 1.3% hits; P11229;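 active means percent inhibition above its own plate's cutoff, namely the mean of that plate's compound wells plus 3 SD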;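 further: peak over basal fluorescence ratio during 140 s after agonist addition; 0% = ACh EC80 plus DMSO and 100% = DMSO alone without agonist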
TAAR1 ag = human TAAR1 agonism | activation, % at 3 µM | Q96RJ0 | 360,000 compounds, 0.99% hits | CHO RD-HGA16 TAAR1, Fluo-8 calcium fluorescence; vehicle wells 0%, saturating PEA agonist 100%;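 active means activation above the mean activation of all test compounds in the run plus 3 SD, cut at about 38% in these data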
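test system = CHO RD-HGA16 cells carrying human TAAR1 plus Gα16 | schedule = 17-24 h seeding, 75 min 37 °C dye, 30 min RT | compound dosing = 3 µM single concentration | control set = DMSO and PEA EC100 | replicates = n 1 | signal = Fluo-8 fluorescence, 5 s baseline then 140 s kinetic read | measure = percent activation vs PEA EC100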
V1aR counter = activates human V1a receptor in oxytocin agonist counter-screen; CHO-V1R cells, Fluo-8 calcium fluorescence, agonist mode; 0% DMSO, 100% 3 nM vasopressin; 320,000 compounds, 0.25% hits; activation, % at 3 µM;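 active means activation above the mean activation of all tested compounds plus 3 SD, per screening run, cut at about 20% in these data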;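 further: signal is peak over basal fluorescence ratio across a 100 second FLIPR read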
Target sequence (P37288 whole entry, looked up): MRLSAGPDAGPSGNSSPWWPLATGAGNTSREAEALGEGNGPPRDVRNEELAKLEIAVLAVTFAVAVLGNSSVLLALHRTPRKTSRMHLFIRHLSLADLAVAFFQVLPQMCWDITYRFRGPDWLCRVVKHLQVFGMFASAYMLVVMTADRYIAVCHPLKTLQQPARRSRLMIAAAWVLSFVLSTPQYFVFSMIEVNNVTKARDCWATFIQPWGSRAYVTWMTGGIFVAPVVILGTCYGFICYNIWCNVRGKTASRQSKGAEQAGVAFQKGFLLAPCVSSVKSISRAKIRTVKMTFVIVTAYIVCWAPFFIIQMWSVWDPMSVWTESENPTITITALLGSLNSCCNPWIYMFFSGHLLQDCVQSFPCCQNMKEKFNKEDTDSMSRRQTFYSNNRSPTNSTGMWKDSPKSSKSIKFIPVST
OXTR potentiator = human OXTR potentiation; 320,000 compounds, 0.061% hits; CHO-OTR cells, Fluo-8 calcium fluorescence, potentiator mode; 0% = oxytocin EC15, 100% = EC100; activation, % at 3 µM; P30559;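 active means activation above that plate's cutoff, the mean activation of tested compounds plus 3 SD, cut at about 6.6% in these data, passing the limit was not always enough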;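 further: 100% uses oxytocin at 75 nM as the full agonist control; some results filed as inactive read as strong as hits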
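Material: CHO-OTR cells, human receptor; compound dosing: single dose, 3.0 µM nominal final compound concentration; schedule: 6 min compound pre-incubation at room temperature, 100 s kinetic read; measured by: kinetic Fluo-8 calcium fluorescence; read-out basis: % activation vs EC15 and EC100 oxytocin; controls: EC15 oxytocin alone as 0%, 75 nM oxytocin as 100%; replicates: singlicate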
Active calls of the source: *; nt = not tested or not shown.

SMILES	M1 ag	OXTR agonist	CHRM1 PAM	TAAR1 antagonist	CHO parental Ca	CHRM1 antagonist	TAAR1 ag	V1aR counter	OXTR potentiator
COc1cc(/C=C/C(=O)OCC(=O)Nc2ccc([N+](=O)[O-])cc2)ccc1O	24.7*	21.4*	-5.8	45.9	30.2	5.5	72.0*	30.0*	-8.4
CC(NC(=O)CN(C)Cc1cccc(Cl)c1)c1ccccc1 (stereo not drawn)	-5.8	-2.1	9.0	-34.8	-23.8	-8.5	2.1	-0.4	-3.9
CN(CCNC(=O)CCCOc1cc(=O)n(C)c2ccccc12)Cc1ccccc1	-10.6	0.0	2.0	-4.0	21.3	-1.4	3.2	-0.4	-5.4
O=C(COC(=O)Cc1ccccc1F)Nc1cc(S(=O)(=O)N2CCOCC2)ccc1N1CCCC1	-4.8	-2.3	10.4	-26.6	-28.5	1.8	5.2	-1.2	3.8
Cc1cccc(N2CC(=O)N(c3cccc(C)c3)CC2=O)c1	-1.9	3.5	5.8	0.5	-7.3	-9.7	1.8	1.1	-7.7
O=C(COC(=O)CCCc1nc2ccccc2s1)NC(=O)NCc1ccco1	-3.4	0.6	4.4	1.7	-10.8	-4.8	0.1	0.1	-2.0
O=C(NCCCCl)C1CC(=O)N(CCc2ccc(F)cc2)C1 (stereo not drawn)	-4.1	-0.5	10.5	-2.0	-3.9	-5.9	0.8	0.9	-11.4
CCOc1cc(-c2nc(-c3ccc(OC)cc3)no2)cc(OCC)c1OCC	-3.5	0.4	2.5	-25.4	-10.6	-5.2	1.3	0.4	-3.1
CCn1ccnc1CN(C)C(=O)CC1C(=O)NCCN1Cc1c(F)cccc1Cl (stereo not drawn)	-5.9	-0.6	3.1	-12.8	-6.5	-0.9	1.0	-0.3	-8.6
Cc1ccc(NC(=O)/C(C#N)=C/c2ccc(Sc3nc(C)cc(C)n3)o2)cc1	-2.8	-0.3	-9.7	1.4	-8.5	10.2	1.1	-0.1	-5.2

Records listed above printed as active in M1 ag:
Structure	M1 ag	CHRM1 PAM	TAAR1 antagonist	CHRM1 antagonist	OXTR potentiator
COc1cc(/C=C/C(=O)OCC(=O)Nc2ccc([N+](=O)[O-])cc2)ccc1O	24.7*	-5.8	45.9	5.5	-8.4

(further entries)
SMILES	M1 ag	OXTR agonist	CHRM1 PAM	TAAR1 antagonist	CHO parental Ca	CHRM1 antagonist	TAAR1 ag	V1aR counter	OXTR potentiator
C=CCN(C(=O)CSc1nc2ccsc2c(=O)n1Cc1ccc(C(=O)O)cc1)c1ccccc1	5.0	nt	2.2	6.9	nt	-5.7	10.4	nt	nt
O=C(c1ccccc1)c1cccc(NC(=O)c2ccc(Br)o2)c1	-3.8	-0.8	-6.0	25.3	-5.5	-16.1	3.0	-0.8	-9.6
NC(=O)CN1CCOCCOCCN(CC(N)=O)CCOCC1	-2.6	-0.6	-6.0	-2.5	-7.4	5.8	11.5	0.9	6.4
Cc1ccc2c(c1)[nH]c1c(=O)n(CCN3CCCCC3)cnc12	-4.9	0.7	-2.9	7.9	-12.8	8.0	6.4	0.0	-1.7
O=C(N/N=C/c1ccncc1)c1cc2ccccc2cc1O	-1.9	nt	-7.6	-9.3	nt	15.1	3.7	nt	nt
CC(=O)Nc1ccc(NC(=O)C(C)Sc2nnc(-c3cccs3)o2)cc1 (stereo not drawn)	-2.4	0.4	9.1	-22.3	-12.2	-11.0	0.6	0.2	8.5
CC(=O)N1CCCc2ccc(NS(=O)(=O)c3ccc(C)c(C)c3)cc21	0.2	5.8	-2.5	12.9	2.4	6.4	3.4	11.8	-5.9
O=C(COC(=O)c1ccc(F)c(S(=O)(=O)N2CCOCC2)c1)Nc1ccc2c(c1)OCO2	-2.4	nt	6.2	-25.9	nt	-7.3	0.7	nt	nt
C1CCN(C2CCN(c3nc4nonc4nc3N3CCSCC3)CC2)C1	-10.1	3.7	-23.8	0.3	-9.2	26.9*	6.5	0.5	-10.0
CCOC(=O)Cc1csc(SCC(=O)Nc2cc(Cl)ccc2Oc2ccccc2)n1	-2.2	2.4	-11.4	87.5*	62.0*	28.7	16.8	3.1	-16.6

Already shown: two of the compounds above.
SMILES	M1 ag	OXTR agonist	CHRM1 PAM	TAAR1 antagonist	CHO parental Ca	CHRM1 antagonist	TAAR1 ag	V1aR counter	OXTR potentiator
C=CCN(C(=O)CSc1nc2ccsc2c(=O)n1Cc1ccc(C(=O)O)cc1)c1ccccc1	5.0	nt	2.2	6.9	nt	-5.7	10.4	nt	nt
O=C(c1ccccc1)c1cccc(NC(=O)c2ccc(Br)o2)c1	-3.8	-0.8	-6.0	25.3	-5.5	-16.1	3.0	-0.8	-9.6

Other structures
SMILES	M1 ag	OXTR agonist	CHRM1 PAM	TAAR1 antagonist	CHO parental Ca	CHRM1 antagonist	TAAR1 ag	V1aR counter	OXTR potentiator
COC(=O)c1ccc(NC(=O)CN(c2ccc(C)cc2)S(=O)(=O)c2c(C)nn(C)c2C)cc1	1.7	3.8	-1.6	8.1	-21.3	-18.9	15.6	2.7	-17.1
Cc1c(NC(=O)c2n[nH]c(=O)c3ccccc23)c(=O)n(-c2ccccc2)n1C	-5.7	1.0	-5.5	-6.9	-5.0	8.9	5.5	-0.2	-2.5
O=C(CC12CC3CC(CC(C3)C1)C2)NC(Cc1ccccc1)C(=O)O (stereo not drawn)	-2.9	0.1	-1.7	-14.5	0.7	15.2	2.1	0.7	-7.3
Fc1cccc(Cl)c1Cn1nnc(-c2ccc(N3CCOCC3)cc2)n1	-3.7	0.5	-5.2	-3.9	1.8	14.6	17.0	0.6	-5.0
O=C(Cc1ccc(Br)cc1)NC1CCSC1=O (stereo not drawn)	-5.1	-1.2	-0.1	11.9	7.6	5.2	0.6	-0.1	-14.7
Cc1noc(C)c1C(=O)N1CCC(CO)(Cc2ccccc2)CC1	-0.9	-0.2	11.6	0.4	-0.5	-14.2	1.2	0.0	-4.0
CCN1C(=O)[C@H]2[C@@H](c3ccc(-c4ccc(F)cc4)cc3)N[C@@](Cc3ccccc3)(C(=O)OC)[C@H]2C1=O	1.0	1.4	-3.5	-15.3	-24.0	13.8	10.3	2.0	0.1
COc1ccc(NS(=O)(=O)c2ccc(Cl)c(C(=O)O)c2)cc1S(=O)(=O)N1CCCCC1	-1.8	-1.6	8.2	-6.9	42.8*	-12.2	8.6	1.1	-17.0
Cc1ccc2c(c1)N(C(C)C(=O)NCCc1ccccc1)C(=O)CO2 (stereo not drawn)	-6.1	-1.4	3.0	7.7	-1.7	-4.4	1.9	-0.9	-3.0
CC(=O)N/C(=C/c1ccc2c(c1)OCO2)C(=O)Nc1ccccc1	-2.9	0.2	12.4	-10.9	-4.5	-6.9	2.8	3.0	-9.3

Part of the list above, limited to CHRM1 antagonist and TAAR1 ag:
Molecule | CHRM1 antagonist | TAAR1 ag
O=C(c1ccccc1)c1cccc(NC(=O)c2ccc(Br)o2)c1 | -16.1 | 3.0
NC(=O)CN1CCOCCOCCN(CC(N)=O)CCOCC1 | 5.8 | 11.5
Cc1ccc2c(c1)[nH]c1c(=O)n(CCN3CCCCC3)cnc12 | 8.0 | 6.4

Other records.
SMILES	M1 ag	OXTR agonist	CHRM1 PAM	TAAR1 antagonist	CHO parental Ca	CHRM1 antagonist	TAAR1 ag	V1aR counter	OXTR potentiator
O=C(NC1CCSC1=O)c1cccc(C(=O)NC2CCSC2=O)c1 (stereo not drawn)	-3.7	-0.1	2.3	-11.6	-1.6	-1.1	0.5	0.1	-4.5
O=C(c1cc(-c2ccccc2O)on1)N1CCCCCC1	-4.6	0.8	-3.3	-13.2	4.9	11.9	1.1	1.5	-1.8
Cc1ccc(CNS(=O)(=O)c2ccc3c(c2)n(C)c(=O)n3C)cc1	1.2	8.8	0.6	10.3	1.4	1.3	2.6	6.5	-6.6
Cc1cccc(NC(=S)NCc2cccs2)c1C	-5.4	-1.4	0.6	22.0	0.4	1.3	-1.5	-0.8	-1.3
COc1ccc(-c2cccc(NS(=O)(=O)c3ccc([N+](=O)[O-])cc3)c2)nn1	2.0	1.8	5.8	-3.7	-9.3	-6.7	0.0	4.4	-12.1
O=C1CC(NCc2ccncc2)C(=O)N1c1ccc(Cl)cc1 (stereo not drawn)	-5.5	0.5	7.0	-3.2	-13.9	1.4	1.6	-0.9	1.0
O=C1CSC(c2ccc([N+](=O)[O-])cc2)N1c1ccccc1F (stereo not drawn)	-9.0	5.2	-2.5	-12.8	-16.9	0.2	0.8	0.8	-2.9
CSc1ccccc1C(=O)NCCCOC(C)C	-2.6	0.5	-8.0	nt	4.1	14.7	nt	0.1	-3.1
O=C(NC1CCCCCC1)C1c2ccccc2C(=O)N1C1CC1 (stereo not drawn)	-4.7	-1.1	-3.1	nt	-6.2	5.4	nt	0.5	0.3
CCn1c(SCC(=O)Nc2cc(C)c(Cl)cc2OC)nnc1-c1ccco1	-1.8	-1.3	10.9	-2.5	-37.5	-3.0	0.2	-1.2	-3.0
Nc1nnc(SCc2nnc(-c3ccccc3)o2)s1	-6.2	-0.5	6.4	-24.1	-9.1	-7.0	7.8	-0.1	1.7
O=C(CN1CCN(S(=O)(=O)c2ccc(Br)s2)CC1)N1CCCCC1	-5.9	3.2	3.7	-2.6	-12.0	-6.9	-0.7	2.1	-0.1
CCc1cc(=O)[nH]c(SCc2cccnc2)n1	-1.6	-0.9	3.4	nt	9.1	-8.3	nt	0.1	-4.8
O=C(Nc1ccn(Cc2cccc3ccccc23)n1)c1cccnc1	-1.3	1.9	3.6	-18.2	-7.9	-6.0	5.6	3.0	-4.1
O=C(OCC(=O)c1ccc[nH]1)C1=COCCO1	-1.9	1.2	13.8	-2.8	-0.6	-14.9	2.5	0.6	-2.0
CCCNC(=O)C1(C)CCCN(CC(=O)c2ccccc2OC)C1 (stereo not drawn)	-4.0	nt	-2.6	-9.9	nt	-2.7	2.4	nt	nt
COc1cc2[nH]c(=O)n3nc(-c4ccccc4)nc3c2cc1OC	-3.1	2.3	1.6	nt	-7.9	2.3	nt	0.5	-2.3
CCCCOC(=O)C1CCC[C@@H](C)N1 (stereo partly drawn)	-4.7	0.0	3.4	-1.1	-6.0	-19.0	6.5	0.3	-7.6
COCCCNc1nc2nonc2nc1N1CCN(C2CCCC2)CC1	-6.0	0.2	-5.1	-17.4	-2.9	14.1	-0.2	-0.7	-4.2
CCC1(CC)NC(=O)N(CC(=O)NC(=O)NCc2ccccc2)C1=O	-4.0	1.5	11.2	-8.1	-18.8	-6.5	0.3	1.7	-9.1
COCCCn1c(SCC(=O)Nc2ccc3c(c2)OCCO3)nnc1-c1ccoc1C	-3.7	-0.9	-0.7	-6.8	-30.1	-2.6	12.2	1.1	-6.7
Cc1cc(C)n(C(=O)Cn2nc(C(F)F)cc2C)n1	-2.7	-1.5	-6.8	-6.8	-5.7	14.1	20.8	0.2	-1.2
